Integrin act MD: qHTS for Activators of Integrin-Mediated Alleviation for Muscular Dystrophy | hit rate 0.064% among 350,000 | Potency, µM (highest dose often 38.3 µM), inactives show top-dose activation, hits mostly activators | alpha7betagal myoblasts, beta-gal FDG fluorescence, 48 h | AID 624291, 2012;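 further: potency means the concentration at half of the fitted maximal effect; 100% = response of the positive control SU9516; nearly all actives have a fitted effect of over 60% in size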
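Alpha7betagal+/- myoblasts (passage 13) were plated 16-24 hr, then exposed to compounds (1:260 dilution of DMSO stock) for 48 hours at 37C. After MPER lysis, β-galactosidase reporter activity was read as FDG fluorescence (ex 480/em 540) after 30 minutes.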
A-T KAP1 phos: qHTS Assay for Identifying a Potential Treatment of Ataxia-Telangiectasia. […] A-T fibroblasts, KAP-1 phosphorylation AlphaLISA; neocarzinostatin DNA damage 30 min before lysis. AID 485349, 2010. Potency, µM (series often up to 57.5 µM), for the others: at the highest dose activation, actives largely listed as activators. hit rate 0.19% among 320,000; further: potency means the concentration at half of the fitted maximal effect; % of control where 0% means no effect; nearly all actives have a fitted effect of over 45% in size
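hTERT-immortalized A-T patient fibroblasts ([…]), 500 cells/well in OPTI-MEM, 1% FBS, got compounds for 60 min, then NCS for 30 min at 37C. Lysates were then assayed for phospho-KAP-1 by AlphaLISA (anti-pKAP1 donor, anti-KAP1 acceptor beads), 6 hr at 25C.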
ELG1 DNA repair: qHTS screen for small molecules that inhibit ELG1-dependent DNA repair in human embryonic kidney (HEK293T) cells expressing luciferase-tagged ELG1; HEK293T ELG1-luciferase reporter, luminescence, 16 h; DNA damage induced by 5-fluorouridine; Potency, µM (doses to about 46.1 µM), for inactives: at the top dose activity change, negative = inhibition, hits mostly inhibitors; hit rate 2.3% among 330,000; AID 504467, 2011; further: potency means the concentration at half of the fitted maximal effect; on the % scale 0 is the no-effect control and ±100 the full control effect; nearly all actives have a fitted effect of over 55% in size
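Step one: seed 2,000 cells per well. Step two: pin-transfer compound or DMSO alongside 5-fluorouridine. Step three: incubate 16 hr, 37 °C, 5% CO2. Step four: add ONE-Glo, wait 30 min, read luminescence.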
B2AR arrestin: qHTS assay of beta-arrestin-biased ligands of beta2-adrenergic receptor | beta-arrestin recruitment to beta2AR, cell-based reporter | Potency, µM (top dose mostly 46.1 µM), for inactives: at the highest dose activation, most hits filed as activators | hit rate 0.02% among 330,000;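 further: potency means the concentration at half of the fitted maximal effect; 0% = DMSO controls and full agonism = EC100 isoproterenol or metaproterenol; nearly all actives have a fitted effect of over 65% in size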
Target sequence (P07550 whole entry, looked up): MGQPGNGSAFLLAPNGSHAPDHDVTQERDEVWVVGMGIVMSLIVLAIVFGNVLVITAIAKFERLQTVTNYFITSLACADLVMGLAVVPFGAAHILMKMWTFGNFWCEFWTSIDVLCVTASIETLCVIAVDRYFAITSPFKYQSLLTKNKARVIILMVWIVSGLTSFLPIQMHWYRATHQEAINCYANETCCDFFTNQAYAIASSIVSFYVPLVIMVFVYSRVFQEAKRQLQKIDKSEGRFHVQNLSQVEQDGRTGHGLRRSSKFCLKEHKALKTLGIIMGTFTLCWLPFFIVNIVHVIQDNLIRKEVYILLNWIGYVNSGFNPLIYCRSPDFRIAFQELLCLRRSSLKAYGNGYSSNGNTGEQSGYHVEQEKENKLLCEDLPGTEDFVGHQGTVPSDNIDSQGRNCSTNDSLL
PTAP TSG101 blk: qHTS Assay for Iinhibitors of HIV-1 Budding by Blocking the Interaction of PTAP/TSG101; Tumor susceptibility gene 101 protein (Homo sapiens), Q99816; Fluorescence polarization, FITC-PTAP peptide / Tsg101 binding; Potency, µM (top dose mostly 115 µM), for inactives: top-dose activity change, negative = inhibition, usual class: inhibitors; 340,000 tested, under 10 active; active means well fitted inhibition curve with a large enough effect in the main read-out, with a control signal flat, not every such curve was filed as active; inconclusive means small, poorly fitted or top-dose-only effect, or effect the other way, or a change in a side signal; inactive means no such curve, though single readings can be large or run the other way; further: potency means the concentration at half of the fitted maximal effect; % of control where 0% means no effect
Target sequence (Q99816 whole entry, looked up): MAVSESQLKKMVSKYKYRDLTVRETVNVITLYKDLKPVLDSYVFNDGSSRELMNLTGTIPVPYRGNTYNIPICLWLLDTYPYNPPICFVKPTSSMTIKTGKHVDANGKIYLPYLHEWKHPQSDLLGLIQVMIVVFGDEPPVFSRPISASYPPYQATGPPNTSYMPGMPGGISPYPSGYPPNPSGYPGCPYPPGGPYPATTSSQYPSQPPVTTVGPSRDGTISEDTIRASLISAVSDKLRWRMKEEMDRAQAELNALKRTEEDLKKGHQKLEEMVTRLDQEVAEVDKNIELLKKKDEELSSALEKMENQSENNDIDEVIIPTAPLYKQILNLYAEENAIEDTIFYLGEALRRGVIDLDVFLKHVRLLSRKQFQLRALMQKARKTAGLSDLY
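Compounds were pin-transferred onto Tsg101 binding domain (10 uM final) in HEPES pH 7.5 buffer, then FITC-PTAP peptide was added at 50 nM final. After 20 min at RT, polarization reported peptide displacement across a qHTS concentration series.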
TCR act: Activators of T cell receptors: qHTS campaign; 330,000 tested, under 10 active; Potency, µM (top dose mostly 9.22 µM), for the others: top-dose activation of IL-2 secretion, most hits filed as activators; AID 504894, 2011; primary human leukocytes, anti-CD3, IL-2 HTRF, 48 h; further: % of control where 0% means no effect
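Primary human leukocytes incubated 48 hr with anti-CD3 beads plus compound, without co-stimulation. Secreted IL-2 measured by HTRF (europium cryptate/d2 anti-IL-2 pair, 320 nm excitation, 665 nm emission).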
p53 reactivation: qHTS assay for re-activators of p53 using a Luc reporter; H1299 p53-A138V BP100-luciferase reporter, luminescence, 24 h; Potency, µM (highest dose often 92.2 µM), for the others: top-dose activity change, positive = activation, usual class: activators; hit rate 0.063% among 320,000; AID 504706, 2011; further: potency means the concentration at half of the fitted maximal effect; % of control where 0% means no effect; nearly all actives have a fitted effect of over 45% in size
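H1299 (p53-null), stable ts p53-A138V + BP100-Luc; 1000 cells/well, Opti-MEM/10% FBS; cpd 4 pt, 1:5; 24 h, 37 deg C, 5% CO2; detection reagent 10 min RT; luminescence.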
TRPV1 ag: HTS Assay for Compounds that Act as Agonists of the Vanilloid Receptor 1. Transient receptor potential cation channel subfamily V member 1 (Homo sapiens), Q8NER1. TRPV1-expressing cells, Fluo-8 calcium influx, agonist mode. AID 540275, 2011. hit rate 0.19% among 320,000. activation, % at 8.33 µM; in the data active means activation above about 80%; inconclusive means between about 30% and that limit; further: 0% is about no effect
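Fluo-8 calcium influx in TRPV1-expressing cells, kinetic read (ex 480/em 520 nm). Compound added and read 3 min for agonist activity, followed by capsaicin at EC20 final and 2 min further read for enhancement.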
BRCA1 expr act: qHTS Assay to Identify Small Molecule Activators of BRCA1 Expression; MCF7-BRCA1-FFLuc reporter, luminescence, 48 h; response scale: scaled: vehicle 0%, 10 µM genistein 100%; Potency, µM (top dose mostly 46.1 µM), for the others: top-dose activation, actives largely listed as activators; hit rate 1.1% among 380,000; further: potency means the concentration at half of the fitted maximal effect; nearly all actives have a fitted effect of over 80% in size; some results filed as inactive show a strong effect at the top dose
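48 h compound treatment of MCF7-BRCA1-FFLuc cells (phenol-red free MEM, 37 °C), then 15 min with luciferase substrate and luminescence imaging.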
MLL CXXC-DNA inh: qHTS Fluorescence Polarization Assay for Inhibitors of MLL CXXC domain - DNA interaction | Histone-lysine N-methyltransferase 2A (Homo sapiens), Q03164 | Potency, µM (series often up to 115 µM), without a hit: top-dose activity change, negative = inhibition, actives largely listed as inhibitors | hit rate 0.037% among 290,000 | MLL-CXXC / FITC-HOXA9 DNA fluorescence polarization; active means well fitted inhibition curve with a large enough effect in the polarisation, with a control signal flat, not every such curve was filed as active; inconclusive means small, poorly fitted or top-dose-only effect, or effect the other way, or a change in a side signal; inactive means no such curve, though single readings can be large or run the other way; the % refers to the polarisation; further: potency means the concentration at half of the fitted maximal effect
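Purified MLL-CXXC (added from a 7 uM solution) was preincubated 5 min at ambient with pinned compounds in 50 mM Tris-HCl pH 7.5, 50 mM NaCl, 1 mM DTT, 0.05% BSA. Fluorescein-labeled HOX-A9 DNA (50 nM solution) followed, 30 min, then polarization read.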
The depositor's hits bear a star; u = inconclusive; x = no result given; [ ] = another dose, or the depositor's remark. Unless noted, the call rests on the fitted dose curve; in most records, active means well fitted curve in the direction sought with a large enough effect; inconclusive means small, poorly fitted or top-dose-only effect, or another doubt; inactive means no such curve, though single readings can be large; an effect the other way counts as inactive or inconclusive.

Second line of a record: Integrin act MD	A-T KAP1 phos	ELG1 DNA repair	B2AR arrestin	PTAP TSG101 blk	TCR act	p53 reactivation	TRPV1 ag	BRCA1 expr act	MLL CXXC-DNA inh
- CC(=O)Nc1ccc(NC(=O)c2ccc(N(Cc3ccccc3C)S(C)(=O)=O)cc2)cc1
    5%	x	x	x	-4%	-6%	x	x	-3%	x
- CN(C)c1ccc(C=C2SC(=S)NC2=O)cc1
    -6%	x	x	x	17%	8%	x	x	u	x
- CCOC(=O)c1nn(-c2ccc(C)c(C)c2)cc1O
    -7%	1%	u	0.0%	-2%	2%	u	-2	u	-1%
- COCCCn1nnnc1SCC(=O)N1c2ccccc2CC1C (stereo not given)
    15%	-3%	1%	0.0%	-3%	-2%	2%	-1	-7%	1%
- COc1cc([N+](=O)[O-])ccc1NC(=O)CC(C)C
    11%	3%	-11%	-0.4%	-2%	-2%[46.1 µM]	-3%	-1	-16%	7%
- N#CCc1ccc(Oc2ccc([N+](=O)[O-])cn2)cc1
    -10%	23%	u	-0.6%	-2%	-19%	3%	x	-19%	-16%
- CC(=O)c1c(C)[nH]c(C(=O)Nc2c(C)n(C)n(-c3ccccc3)c2=O)c1C
    4%	1%	1%	-0.4%	0%	12%	-17%	-1	3%	5%
- O=C(/C=C/c1ccc([N+](=O)[O-])cc1)NNC(=O)C1CC1
    5%	-4%	5%	-0.1%	-2%	-9%	-2%	2	-2%	-10%
- CCN(CCCNC(=O)C1CCN(S(=O)(=O)N2CCOCC2)CC1)c1cccc(C)c1
    14%	3%	-21%	-1.7%	0%	-3%	-8%	-3	-10%	-4%
- CCc1nnc(SCC(=O)N2CCCC(N3CCN(c4ccccc4C)CC3)C2)o1 (stereo not given)
    -6%	3%	-9%	-0.1%	1%	-3%	-4%	-3	-15%	-5%
- O=C(NNC(=O)C1CC=CCC1C(=O)O)c1cccs1 (stereo not given)
    9%	-1%	11%	0.1%	0%	-1%	11%	-2	7%	-2%
- CC(C)Oc1ccc(C(=O)N/N=C/c2ccc(-c3ccc(S(=O)(=O)Nc4ncccn4)cc3)o2)cc1
    3%	-1%	13%	0.2%	1%	1%	1%	1	10%	-20%
- COc1ccc(-n2c(CNC(=O)c3cccs3)n[nH]c2=S)cc1
    9%	0%	6%	0.0%	3%	-2%	1%	0	0%	-4%
- Cc1ccc2c(c1)C(=O)C(=O)N2Cc1ccc(C(F)(F)F)cc1
    -33%	-7%	u	0.5%	0%	0%	-21%	x	-25%	x
- CSc1nnc2c3ccccc3n(Cc3ccccc3)c2n1
    10%	-3%	19%	0.0%	-4%	-8%	-1%	5	-5%	1%
- COCCCn1c(C(=O)N2CCOCC2)cc2c(=O)n3cccc(C)c3nc21
    -15%	x	x	x	-4%	2%	x	x	-8%	x
- CCN(CC(=O)Nc1c(F)cccc1F)C(=O)CC1CCCC1
    -9%	-2%	21%	-0.2%	-5%	0%	-5%	5	-18%	x
- COc1ccc(NC(=S)NCCC2=CCCCC2)cc1OC
    -21%	2%	u	0.1%	-6%	12%	-1%	14	18%	34%[activator]
- CC(NC(=O)C12CC3CC(CC(C3)C1)C2)C(=O)N/N=C/C1=C(N2CCOCC2)C(=C\c2ccccc2)/CC1 (stereo not given)
    -9%	-2%	-7%	-0.5%	-5%	-3%[46.1 µM]	7%	-1	-45%	-1%
- COCCN(CC(=O)Nc1cccc(S(=O)(=O)N2CCCC2)c1)Cc1nc2ccccc2c(=O)[nH]1
    31%	-6%	-3%	-0.4%	0%	5%	1%	-5	-28%	x
- O=C(NCc1ccccn1)C(=O)Nc1nc(-c2ccccc2)cs1
    34%	5%	u	-0.8%	-1%	-9%	6%	0	33%	-2%
- COc1cccc(C(=O)COc2ccc3c(C)c(Cc4ccccc4)c(=O)oc3c2C)c1
    x	-1%	2%	-1.7%	x	-8%[46.1 µM]	-5%	-1	x	-5%
- CCCCSc1nnc(CNC(=O)C23CC4CC(CC(C4)C2)C3)n1Cc1ccccc1
    21%	3%	-10%	-0.5%	-1%	-5%[46.1 µM]	1%	11	-63%	0%
- CCOC(=O)c1ccc(NC(=O)C2C3C=CC(C3)C2C(=O)O)cc1 (stereo not given)
    11%	-6%	u	-0.1%	-2%	-4%	15%	4	32%	5%
- c1cncc(-c2nc(-c3cccs3)cs2)c1
    -10%	30%	u	0.4%	-1%	0%	18%	-4	14%	13%
- COc1ccc(S(=O)(=O)Nc2ccc(NC(C)=O)cc2)cc1Br
    3%	4%	-15%	0.1%	0%	0%	3%	-3	-5%	6%
- CC(C)CC(C(=O)Nc1ccccc1)N1C(=O)C2C3C=CC(C3)C2C1=O (stereo not given)
    27%	3%	9%	-0.3%	-1%	2%	-4%	2	-10%	6%
- NS(=O)(=O)c1ccc(NC(=S)NCC2CCCO2)cc1 (stereo not given)
    15%	-2%	-2%	0.8%	-1%	-1%[46.1 µM]	0%	2	20%	0%
- O=C(Nc1cccc(F)c1)C1CCN(C(=O)N2CCOc3ccccc32)CC1
    -13%	12%	0%	0.2%	1%	-5%	x	4	-11%	x
- CCn1c(SCC(=O)Nc2ccc(Br)cc2)nc2sc3c(c2c1=O)CCN(C)C3
    -29%	-1%	3%	-1.0%	-4%	-3%	-8%	-1	-1%	10%
- O=C(c1ccc2c(c1)OCO2)C1CCCN(Cc2cccc(C(F)(F)F)c2)C1 (stereo not given)
    0%	41%	-7%	-0.5%	-3%	-4%	7%	29	-30%	13%
- Cc1ccc(C(C(=O)NC2CCCCC2)N(Cc2ccco2)C(=O)Cc2c[nH]c3ccccc23)o1 (stereo not given)
    -16%	-4%	u	-0.7%	-11%	-5%	-9%	6	-46%	-1%
- COc1ccc(F)cc1S(=O)(=O)NCCCn1ccnc1
    -16%	-3%	-6%	0.4%	1%	-4%	x	-1	-7%	2%
- CCCn1cc(CN2CCCC(C(=O)c3cccc(OC(C)C)c3)C2)c(C)n1 (stereo not given)
    -47%[inhibitor]	-2%[11.5 µM]	u	0.5%	-5%	7%	-4%	u	-14%	4%
- CCOc1ccccc1OCC(=O)Nc1ccc(N2CCCCC2)cc1
    -3%	-12%	u	-0.2%	-7%	-8%	15%	2	-41%	-6%
- CC(OCC(O)CN1CCCCC1CCO)c1ccc(Cl)cc1 (stereo not given)
    6%	1%	18%	-0.3%	-4%	-6%	-5%	-4	9%	9%
- N#C/C(=C\c1c[nH]c2ccc(Br)cc12)c1ccccn1
    u	2%	-9%	-0.2%	1%	-7%	1%	22	-72%	-6%
- O=S(=O)(CCn1cccc1)CCn1cccc1
    5%	-1%	-1%	-0.6%	-5%	4%[46.1 µM]	-9%	1	0%	1%
- CN1C(=O)c2ccccc2Sc2ccc(NC(=O)N3CCCC3)cc21
    0%	4%	0%	0.0%	0%	6%	-5%	13	-14%	2%

Nothing new here: entries from further up.
Second line of a record: Integrin act MD	A-T KAP1 phos	ELG1 DNA repair	B2AR arrestin	PTAP TSG101 blk	TCR act	p53 reactivation	TRPV1 ag	BRCA1 expr act	MLL CXXC-DNA inh
- O=C(NCc1ccccn1)C(=O)Nc1nc(-c2ccccc2)cs1
    34%	5%	u	-0.8%	-1%	-9%	6%	0	33%	-2%
- COc1cccc(C(=O)COc2ccc3c(C)c(Cc4ccccc4)c(=O)oc3c2C)c1
    x	-1%	2%	-1.7%	x	-8%[46.1 µM]	-5%	-1	x	-5%
- CCCCSc1nnc(CNC(=O)C23CC4CC(CC(C4)C2)C3)n1Cc1ccccc1
    21%	3%	-10%	-0.5%	-1%	-5%[46.1 µM]	1%	11	-63%	0%
- CCOC(=O)c1ccc(NC(=O)C2C3C=CC(C3)C2C(=O)O)cc1 (stereo not given)
    11%	-6%	u	-0.1%	-2%	-4%	15%	4	32%	5%
- c1cncc(-c2nc(-c3cccs3)cs2)c1
    -10%	30%	u	0.4%	-1%	0%	18%	-4	14%	13%

High-throughput results deposited in PubChem BioAssay by National Center for Advancing Translational Sciences (NCATS).
